Source: PubChem
mIAP block: blocks mouse intestinal alkaline phosphatase. AID 2806. actives 0.2% (n = 330,000). inhibition, % at 10 µM. purified mouse IAP, CDP-Star luminescence, 30 min;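 active = inhibition of at least 40% at 10 µM in the primary screen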;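 also: plate controls were DMSO with enzyme for no effect and no enzyme wells for full effect; values of inactives mirror those of a sister screen read the other way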
ATG4B inhibitor: ATG4B (human) cysteine protease inhibition | Q9Y4P1 | ATG4B cleavage of LC3-PLA2, NBD-HPC fluorescence, 1 h | inhibition, % at 8.33 µM | actives 0.51% (n = 340,000) | AID 504462; in the data active = inhibition above about 40%
Target sequence (Q9Y4P1 whole entry, looked up): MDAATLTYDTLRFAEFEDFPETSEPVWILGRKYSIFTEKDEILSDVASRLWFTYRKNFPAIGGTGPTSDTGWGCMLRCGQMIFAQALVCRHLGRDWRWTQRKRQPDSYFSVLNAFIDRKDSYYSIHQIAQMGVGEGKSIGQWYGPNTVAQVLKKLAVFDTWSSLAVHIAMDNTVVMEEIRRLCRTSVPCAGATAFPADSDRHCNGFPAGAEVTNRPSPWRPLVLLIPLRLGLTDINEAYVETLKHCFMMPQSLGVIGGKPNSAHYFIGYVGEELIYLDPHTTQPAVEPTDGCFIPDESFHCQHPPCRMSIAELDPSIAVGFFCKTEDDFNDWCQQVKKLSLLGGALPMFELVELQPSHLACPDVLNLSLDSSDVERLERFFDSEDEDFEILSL
APOBEC3A inh: inhibitors of human APOBEC3A DNA deaminase; P31941; recombinant A3A, FAM/TAMRA ssDNA deamination fluorescence; inhibition, % at 20 µM; actives 0.41% (n = 330,000);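 active = at least 40% inhibition at 20 µM here, with at most 30% in a related deaminase screen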;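 also: plate controls were A3A with DMSO for no effect and wells lacking A3A enzyme for full effect; some results filed as inactive read as strong as hits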
APOBEC3G inh: blocks human APOBEC3G single-stranded DNA deamination. actives 0.28% (n = 330,000). Q9HC16. AID 493012. recombinant A3G, ssDNA deamination FAM/TAMRA fluorescence. inhibition, % at 20 µM;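 active = inhibition of at least 40% at 20 µM, with no more than 30% in the related APOBEC3A deaminase screen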;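 also: plate controls were DMSO wells with A3G for no effect and wells lacking A3G enzyme for full effect; some compounds called inactive have numbers as strong as hits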
mIAP act: increases mouse intestinal alkaline phosphatase activity; muIAP, CDP-Star luminescence, 30 min; active compounds read high; 1 = vehicle-only enzyme signal, 0 = enzyme-free wells; activation factor at 10 µM; actives 0.24% (n = 330,000);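 active = activation factor of at least 2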; also: the source names both 10 and 20 µM as test concentration; values of inactives mirror those of a sister screen read the other way
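Assay system: mouse IAP enzyme; reagent: chemiluminescent substrate CDP-Star; dosing: test compounds delivered from DMSO solution; schedule: 30 min at room temperature; measured by: luminescence from enzymatic CDP-Star hydrolysis; controls: DMSO-only wells and no-enzyme negative control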
beta cell repl: MIN6 beta-cell proliferation induction. MIN6 cells proliferation, ATPlite luminescence, 48 h; cells starved in 0.2% serum; 100% = growth in 10% serum. proliferation, % at 10 µM. actives 0.29% (n = 330,000);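 active = compounds whose signal lies at least 3.5 SD above the mean of all wells on their plate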;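 also: 0% = DMSO-treated cells in low-serum medium and 100% = 10% serum control; some compounds called inactive have numbers as strong as hits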
MPTP block: blocks calcium-induced mitochondrial swelling. actives 1.4% (n = 360,000). inhibition, % at 10 µM. AID 602449. isolated mouse mitochondria, Ca2+ swelling absorbance, 30 min;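 active = inhibition of 50% or more, scaled per plate between neutral and stimulator controls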;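 also: 0% = DMSO wells given calcium and 100% = 1 mM EGTA wells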
hIAP inh: human IAP inhibition. P09923. purified IAP, CDP-Star luminescence, 30 min. inhibition, % at 10 µM. actives 0.12% (n = 330,000);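 active = inhibition reaching a set limit with compound at 10 µM in the primary screen, cut at about 35% in these data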;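 also: plate controls were DMSO wells with enzyme for no effect and no-enzyme buffer wells for full effect; values of inactives mirror those of a sister screen read the other way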
Target sequence (P09923 whole entry, looked up): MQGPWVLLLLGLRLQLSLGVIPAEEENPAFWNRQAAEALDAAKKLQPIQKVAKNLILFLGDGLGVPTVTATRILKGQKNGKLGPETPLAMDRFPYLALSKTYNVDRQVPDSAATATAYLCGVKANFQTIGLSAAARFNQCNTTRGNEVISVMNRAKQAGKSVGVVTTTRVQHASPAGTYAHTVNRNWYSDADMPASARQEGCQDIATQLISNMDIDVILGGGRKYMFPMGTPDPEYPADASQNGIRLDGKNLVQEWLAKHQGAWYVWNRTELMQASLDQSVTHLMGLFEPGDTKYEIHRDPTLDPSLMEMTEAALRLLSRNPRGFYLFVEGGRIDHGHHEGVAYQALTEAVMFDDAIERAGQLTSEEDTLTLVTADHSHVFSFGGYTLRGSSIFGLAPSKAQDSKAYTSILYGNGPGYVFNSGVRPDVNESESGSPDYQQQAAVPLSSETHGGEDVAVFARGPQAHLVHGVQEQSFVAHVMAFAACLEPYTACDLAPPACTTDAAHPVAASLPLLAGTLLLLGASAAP
hIAP act: human IAP activation. P09923. purified human IAP, CDP-Star luminescence, 30 min; active compounds read high; 1 = vehicle-only enzyme, 0 = enzyme-free background. activation factor at 10 µM. actives 0.16% (n = 330,000);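 active = activation factor of the enzyme at least 2-fold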; also: the source names both 10 and 20 µM as test concentration; values of inactives mirror those of a sister screen read the other way
* marks the source's active call; other numbers are inactive results; / = no result given.

SMILES	mIAP block	ATG4B inhibitor	APOBEC3A inh	APOBEC3G inh	mIAP act	beta cell repl	MPTP block	hIAP inh	hIAP act
CC1(C)C(C=C(Cl)Cl)C1C(=O)OCc1cccc(Oc2ccccc2)c1 (stereo not drawn)	2	7	-1	-8	0.97	-8	3.2	-14	1.1
COc1ccc(OC(C)C(=O)NC2CCCCCCC2)cc1 (stereo not drawn)	5	3	-1	-6	0.95	-5	-0.6	-24	1.2
Cc1ccc(C(=O)Nc2ccccc2C(=O)NCc2ccco2)cc1	3	1	-4	-8	0.97	4	1.1	4	0.95
CCOC(=O)C(C(=O)NCc1ccc(F)cc1)c1ncc(C(F)(F)F)cc1Cl (stereo not drawn)	-4	-13	-1	-3	1	-1	-0.2	-15	1.1
O=C(CSC1CC(=O)N(CCc2ccccc2)C1=O)Nc1cccc(Cl)c1 (stereo not drawn)	13	-19	-2	-7	0.87	-6	6.5	-14	1.1
COc1ccc(NC(=O)c2cc3ccccn3n2)cc1	-15	2	-2	-5	1.1	-6	-1.6	3	0.97
CCN(CC)S(=O)(=O)c1cc([N+](=O)[O-])ccc1NNC(=O)Nc1ccc(F)cc1	2	-7	0	-6	0.98	-3	86*	10	0.9
CCCS(=O)(=O)N1CCCC(C(=O)N2CCC(Cc3ccccc3)CC2)C1 (stereo not drawn)	2	3	-15	-8	0.97	1	-2.1	-6	1.1
COC(=O)c1ccc(C)cc1	8	4	2	4	0.92	0	1.4	3	0.97
CC1CCCCN1CCNC(=O)C1CCCN(c2ncnc3c2nc2n3CCCCC2)C1 (stereo not drawn)	0	-4	-7	-6	1	2	-0.1	-37	1.4
Nc1nonc1-c1nc2ccccc2[nH]1	14	-8	4	0	0.86	2	-3.5	-18	1.2
Cc1cc(C)n(CC(=O)n2c3c(c4ccccc42)CCCC3)n1	-8	2	-1	0	1.1	1	-0.8	-1	1

In the list so far, these contain sulfur.
SMILES	mIAP block	ATG4B inhibitor	APOBEC3A inh	APOBEC3G inh	mIAP act	beta cell repl	MPTP block	hIAP inh	hIAP act
O=C(CSC1CC(=O)N(CCc2ccccc2)C1=O)Nc1cccc(Cl)c1 (stereo not drawn)	13	-19	-2	-7	0.87	-6	6.5	-14	1.1
CCN(CC)S(=O)(=O)c1cc([N+](=O)[O-])ccc1NNC(=O)Nc1ccc(F)cc1	2	-7	0	-6	0.98	-3	86*	10	0.9
CCCS(=O)(=O)N1CCCC(C(=O)N2CCC(Cc3ccccc3)CC2)C1 (stereo not drawn)	2	3	-15	-8	0.97	1	-2.1	-6	1.1

Other compounds.
SMILES	mIAP block	ATG4B inhibitor	APOBEC3A inh	APOBEC3G inh	mIAP act	beta cell repl	MPTP block	hIAP inh	hIAP act
O=C(/C=C/Nc1ccc([N+](=O)[O-])cc1Br)c1cccc2ccccc12	9	-2	-2	-7	0.91	-2	3.0	21	0.79
CC1(C)CC(=O)C2=C(C1)NC(SCC(=O)Nc1ccccc1)=C(C#N)C21CCCCC1	13	-4	-1	-6	0.87	-4	5.4	-20	1.2
Cc1ccc(-c2csc3nc(C)n(-n4cccc4)c(=O)c23)o1	10	0	0	6	0.9	-1	-1.0	1	0.99
CCc1ccc(-c2cc(C(=O)O)c3ccccc3n2)s1	9	-3	3	-3	0.91	-5	-0.5	6	0.94
O=C(O)c1ccc(S(=O)(=O)NCc2ccc3c(c2)OCO3)cc1	-4	-7	-2	-1	1	4	-0.1	9	0.91
Cc1ccc2[nH]c(=O)c(-c3noc(C(C)C)n3)cc2c1	6	2	-3	-5	0.94	1	1.6	16	0.84
Cc1c(Oc2ccc(C(F)(F)F)cc2[N+](=O)[O-])ccc2c3c(c(=O)oc12)CCC3	10	-1	-3	-4	0.9	-1	13	2	0.98
O=C(NCc1ccc(Cl)s1)c1cc(COc2c(F)cccc2F)on1	4	12	0	0	0.96	-2	-0.9	8	0.92
CCN(CC)S(=O)(=O)c1ccc2[nH]cc(C(=O)NCCC3=CCCCC3)c(=O)c2c1	-7	3	1	1	1.1	-5	8.6	-3	1
COC(=O)CC1C(=O)NCCN1C(=O)CSc1nc2ccc([N+](=O)[O-])cc2s1 (stereo not drawn)	2	-4	3	-1	0.98	1	2.0	-14	1.1
CC(C)C(NC(=O)c1ccccc1F)C(=O)NCC(c1ccco1)N1CCCCC1 (stereo not drawn)	1	1	-3	-8	0.99	-5	-0.6	1	0.99
N[C@H]1CONC1=O	-7	-2	5	-2	1.1	6	/	-2	1
CC(C)C(=O)Nc1ccc(NC(=O)c2cccs2)cn1	-3	-6	-3	-3	1	0	-0.1	0	1
N#CCc1ccc(C(=O)c2ccccc2)s1	2	5	-2	-3	0.98	-1	0.1	1	0.99
Cc1ccc(SCC(=O)OCC(=O)N(CC(C)C)c2c(N)n(Cc3ccccc3)c(=O)[nH]c2=O)c(C)c1	-1	3	-4	-5	1	-6	-1.5	5	0.95
O=C(NC1CCN(Cc2ccccc2Cl)CC1)c1ccccc1	-1	-4	0	2	1	-2	-0.8	-9	1.1
O=C1N=C(N2CCN(c3ccccc3)CC2)SC1Cc1ccccc1 (stereo not drawn)	-7	6	-2	-8	1.1	-5	0.5	-5	1.1
COc1ccc(C)cc1S(=O)(=O)N1CCN(c2ccccc2)CC1	-2	-3	-7	-4	1	2	2.0	-42	1.4
Cc1ccc2nsnc2c1S(=O)(=O)NC1CC1	-10	-2	-6	-7	1.1	1	0.1	-7	1.1
COc1cccc(NC(=O)/C=C/c2ccccc2[N+](=O)[O-])c1	15	22	0	-4	0.85	0	2.0	16	0.84
CCOc1ccc(C(C)C)cc1S(=O)(=O)n1ccnc1C	-2	-5	-3	-6	1	-2	-1.3	6	0.94
COc1ccccc1C(=O)NCC(=O)NNC(=O)c1cccs1	30	-3	-2	-4	0.7	2	-0.1	-19	1.2
CC(C)(C)c1ccc(C(=O)Nc2ccc(C(=O)N3CCOCC3)cc2)cc1	9	1	-1	-5	0.91	-3	-1.7	-11	1.1
Cc1cccc(NC(=O)CN(C)C(=O)/C=C/c2ccccc2)c1C	4	4	1	6	0.96	0	-0.3	18	0.82
Cc1ccc(CC(=O)NCCc2ccc(S(N)(=O)=O)cc2)cc1	0	-1	-3	-9	1	-2	1.3	0	1
COC(=O)C1=C(C)N(Cc2ccccc2)C(=O)N[C@H]1c1cccc(F)c1	2	3	26	-4	0.98	9	-1.0	0	1
COc1ccc(/C=C/C(=O)OCC(=O)Nc2ccc(N3CCOCC3)cc2)cc1	-6	-11	-1	4	1.1	-4	1.1	-8	1.1
COc1ccc(NC(=O)C(c2ccccc2)c2ccccc2)cn1	-1	0	-5	-2	1	-3	0.8	-2	1
Fc1ccc(Br)cc1C1C=C(c2ccc(Br)cc2)Nc2ncnn21 (stereo not drawn)	18	0	6	-8	0.82	-2	3.2	9	0.91
CN(C)CCCNS(=O)(=O)c1ccc(NC2CCCCCC2)c([N+](=O)[O-])c1	4	24	9	3	0.96	-4	85*	0	1
COc1ccccc1OCC(=O)N1CC2(C)CC1CC(C)(C)C2 (stereo not drawn)	-13	-5	-3	-6	1.1	-2	-2.1	-18	1.2
O=C(CN(Cc1ccc(F)cc1)C(=O)CCC(=O)Nc1ccccn1)NCc1ccc(F)cc1	5	3	-4	-8	0.95	-1	0.8	10	0.9
CCN(CC)CCn1c(OC)cc(=O)[nH]c1=O	-1	3	3	1	1	0	-0.4	-2	1
COc1ccccc1C(CNC(=O)c1ccc(S(=O)(=O)NCc2ccco2)cc1)N(C)C (stereo not drawn)	-3	3	-2	3	1	0	-0.2	3	0.97
COc1ccccc1NC(=O)Cn1c(C)nc2c(sc(=S)n2Cc2ccco2)c1=O	-1	-5	-3	-6	1	-3	-0.1	-31	1.3
COc1ccccc1CNC(=O)Cc1ccc(OC)c(OC)c1	-9	1	2	3	1.1	-2	0.8	2	0.98
COc1ccc(C(C(=O)NC2CCCC2)N(Cc2ccc(F)cc2)C(=O)c2ccn[nH]2)cc1OC (stereo not drawn)	-63	-3	-2	-4	1.6	0	0.5	7	0.93
Cc1nc2cc(NC(=O)N3CCN(c4ccccn4)CC3)ccc2o1	0	12	0	-6	1	-3	0.6	18	0.81
FC(F)(F)c1nnc(N2CCN(c3ccc(Cl)cc3)CC2)s1	5	-4	-1	-4	0.95	0	1.1	-1	1
Cc1nnc(SCC(=O)Nc2cc(C(F)(F)F)ccc2N2CCOCC2)o1	-1	-13	33	18	1	1	2.0	9	0.91
CCN(CC)C(=O)C1CCCN(C/C(C)=C/c2ccccc2)C1 (stereo not drawn)	-7	-4	-6	-6	1.1	-1	-0.1	-17	1.2
CCN(c1ccc(NC(=O)COC(=O)CCc2nc3ccccc3n2-c2ccccc2)cc1)C(C)C	5	23	-1	-6	0.95	-2	1.4	3	0.97
CCOc1cc(C)c(Cl)cc1S(=O)(=O)NCc1ccc2c(c1)OCO2	-4	1	-4	11	1	-2	-0.5	-37	1.4
O=C(NNC(=S)NC1CC2C=CC1C2)c1ccncc1 (stereo not drawn)	-3	-6	-2	0	1	0	0.7	-45	1.4
CN(CC(=O)Nc1ccccc1Br)c1ncnc2sccc12	0	-5	2	-5	1	-2	0.3	-2	1
NNC(=O)c1cc2c(s1)-c1cc(Cl)ccc1SC2	10	-9	-2	-1	0.9	-4	2.5	-8	1.1
CC(C)(C)OC(=O)N1CCCC1C(=O)NC(Cc1ccccc1)C(=O)O (stereo not drawn)	0	-9	-5	-9	0.99	1	-0.7	-9	1.1
Cc1ccc(C2C(C#N)=C(N)SC(N)=C2C#N)c(C)c1	-6	6	-1	0	1.1	-1	53*	-19	1.2

Of the compounds above, six contain a nitro group on carbon:
SMILES	mIAP block	ATG4B inhibitor	APOBEC3A inh	APOBEC3G inh	mIAP act	beta cell repl	MPTP block	hIAP inh	hIAP act
CCN(CC)S(=O)(=O)c1cc([N+](=O)[O-])ccc1NNC(=O)Nc1ccc(F)cc1	2	-7	0	-6	0.98	-3	86*	10	0.9
O=C(/C=C/Nc1ccc([N+](=O)[O-])cc1Br)c1cccc2ccccc12	9	-2	-2	-7	0.91	-2	3.0	21	0.79
Cc1c(Oc2ccc(C(F)(F)F)cc2[N+](=O)[O-])ccc2c3c(c(=O)oc12)CCC3	10	-1	-3	-4	0.9	-1	13	2	0.98
COC(=O)CC1C(=O)NCCN1C(=O)CSc1nc2ccc([N+](=O)[O-])cc2s1 (stereo not drawn)	2	-4	3	-1	0.98	1	2.0	-14	1.1
COc1cccc(NC(=O)/C=C/c2ccccc2[N+](=O)[O-])c1	15	22	0	-4	0.85	0	2.0	16	0.84
CN(C)CCCNS(=O)(=O)c1ccc(NC2CCCCCC2)c([N+](=O)[O-])c1	4	24	9	3	0.96	-4	85*	0	1

(list continues)
SMILES	mIAP block	ATG4B inhibitor	APOBEC3A inh	APOBEC3G inh	mIAP act	beta cell repl	MPTP block	hIAP inh	hIAP act
CCN(CC(=O)Nc1ccc(OC)cc1)C(=O)CSCc1c(C)noc1C	-10	-7	-1	-3	1.1	4	-2.2	5	0.95
CCOc1ccc(OCCOCCNCCOC)cc1	-5	4	9	-3	1.1	1	0.3	-14	1.1
CC(=O)N1CCSc2ccc(S(=O)(=O)N3CCC(C)CC3)cc21	-3	-7	0	0	1	-2	-0.1	2	0.98
O=c1c2cn[nH]c2nc(SCc2ccc3c(c2)OCCO3)n1-c1ccccc1	-10	-10	4	-1	1.1	-1	-0.3	-45	1.4
